From PubChem
Dengue-2 NS5 capping – Dengue-2 NS5 methyltransferase inhibitors, primary screen, biochemical, confirmation dose response (AID 588689) | Genome polyprotein (Dengue virus type 2 (strain 16681-PDK53)) | Dengue-2 NS5 methyltransferase capping enzyme assay, biochemical; higher % means a stronger effect | one-dose inhibition, % at 25 µM; IC50 in µM for titrated hits | 340,000 tested, 0.3% active; in the data active means a potency from the dose series; inconclusive means inhibition above about 29% without an active follow-up result
Yfh1-depleted yeast – enhancers of respiration in Yfh1-depleted yeast, dose response, Friedreich's ataxia, plus single-dose screen (AID 1465); S. cerevisiae Yfh1-off respiration, WST-1 reduction, 72 h; higher fold induction means a stronger effect; fold induction at 50 µM; hits with a dose series show EC50 in µM; 220,000 tested, 0.074% active;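 active means fold induction of absorbance versus untreated yeast above a set limit, then at least 30% activation at any dose in follow-up; inconclusive means repeats straddling the limit, or above it without dose testing; inactive means fold induction below the set limit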;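 further: activators that raise dye reduction in frataxin-depleted yeast; strong numbers were not always called active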
KOR beta-arrestin-1 – KOR antagonists, beta-arrestin recruitment, cell-based, luminescence, uHTS (AID 1778); Kappa-type opioid receptor (Homo sapiens); KOR beta-arrestin recruitment, luminescence, antagonist mode; higher % means a stronger effect; one-dose inhibition, % at 10 µM; IC50 in µM for titrated hits; 290,000 tested, 0.091% active; further: strong numbers were not always called active
KOR beta-arrestin-2 – KOR agonists, beta-arrestin recruitment, primary screen, cell-based, luminescence, uHTS (AID 1777) | Kappa-type opioid receptor (Homo sapiens) | KOR beta-arrestin recruitment, luminescence; higher % means a stronger effect | activation, % at 10 µM; hits with a dose series show EC50 in µM | 280,000 tested, 0.02% active; in the data active means activation above about 50%, passing the limit was not always enough; further: a part of the inactive calls stands beside numbers as strong as those of hits
NOD2 inhibition – NOD2 signaling inhibitors, cell-based, luminescence, uHTS, HEK293 (AID 1566); HEK293 NOD2/NF-kB luciferase reporter, luminescence; higher % means a stronger effect; inhibition, % at 4 µM; hits with a dose series show EC50 in µM; 290,000 tested, 0.63% active; further: many of its hits are not listed in these tables
West Nile virus CPE – West Nile virus antiviral activity, cell-based, CPE readout (AID 1621); West Nile virus-infected cells, CPE inhibition; higher % means a stronger effect; CPE inhibition, % at 10 µM; hits with a dose series show IC50 in µM; 290,000 tested, 0.02% active; in the data active means a potency from the dose series; inconclusive means CPE inhibition mostly from about 3.7% at the one dose, without a potency; inactive means the rest, 99 in 100 with CPE inhibition below about 2.2%; further: strong numbers were not always called active
NOD1 inhibition – NOD1 signaling inhibitors, primary screen, cell-based, luminescence, uHTS (AID 1578) | NOD1-driven NF-kB luciferase reporter cells, luminescence; higher % means a stronger effect | inhibition, % at 4 µM, or EC50 in µM where a hit was titrated | 290,000 tested, 1% active; in the data active means inhibition mostly above about 36%, no sharp cut-off; inactive means mostly below about 34%;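 further: HEK-293T reporter cells stimulated with the NOD1 agonist gamma-tri-DAP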
AID2073 – inhibitors of Mint1-CaV2.2 protein interaction, biochemical, HTRF (AID 2073); inhibition, % at 20 µM; hits with a dose series show IC50 in µM; 290,000 tested, 0.19% active; HTRF protein-protein interaction, Mint1-CaV2.2; higher % means a stronger effect; in the data active means inhibition mostly above about 51%, no sharp cut-off; inconclusive means no clear call, values can overlap the other calls; inactive means mostly below about 53%; further: some results filed as inactive read as strong as hits
HIV peptide binding – inhibitors of HIV fusion peptide binding, primary screen, biochemical, uHTS, fluorescence dequenching (AID 1986); cell-free peptide binding, fluorescence dequenching, 30 min; higher % means a stronger effect; 290,000 tested, 0.3% active; inhibition, % at 20 µM; hits with a dose series show IC50 in µM; in the data active means inhibition mostly above about 52%, no sharp cut-off; inactive means mostly below about 76%; further: some results filed as inactive read as strong as hits
Dengue-2 NS5 capping pilot replicate – also measured in Dengue-2 NS5 capping; calls as there; inhibition, %; measured here: pilot screen replicate inhibition
* hit, by the source's call; i = inactive; ? = inconclusive; . = no result given; [ ] = dose if it differs, or a comment. Unless noted, no stated cut-off is given here; in the data, active means inhibition above about 50%; inactive means the rest.

SMILES	Dengue-2 NS5 capping	Yfh1-depleted yeast	KOR beta-arrestin-1	KOR beta-arrestin-2	NOD2 inhibition	West Nile virus CPE	NOD1 inhibition	AID2073	HIV peptide binding	others
Cc1ccc(-n2c(O)c(/C=N/c3ncc(Br)cc3Br)c(=O)[nH]c2=O)cc1	-32%	i	-79%[20 µM]	-1.0%	21%	-0.6%	-12%	25%	64%
CC(Cc1ccc(O)cc1)NCC(O)c1cc(O)cc(O)c1 (stereo unspecified)	-4%	i	.	.	-41%	0.0%	-6%	7%	-2.2%
Cn1c(NN=O)nc2ccccc21	-4%	i	44%[20 µM]	.	-8%	?	5%	5%	-0.8%
COc1cc2c3c(c1OC)-c1cc(O)ccc1CC3NCC2 (stereo unspecified)	1%	i	-3%	-2.3%	8%	0.1%	-18%	16%	-2.0%
COc1ccccc1OC(=O)c1ccc(C)c(S(=O)(=O)N2CCOCC2)c1	-1%	.	-10%	0.1%	21%	-0.4%	6%	-6%	-0.2%
CCOC(=O)C1=C(N)OC2=C(C(=O)CCC2)C12C(=O)N(CC(N)=O)c1ccccc12 (stereo unspecified)	-2%	i	18%	3.6%	2%	0.5%	-11%	-4%	1.1%
O=C1NC(=S)N(c2ccc(F)cc2)C(=O)/C1=C\c1ccoc1	-44%	i	-8%	4.5%	16%	0.9%	-4%	35%	5.8µM*
O=C(c1ccc(Cl)cc1)C1CCCN(Cc2ccc3nonc3c2)C1 (stereo unspecified)	2%	i	0%	2.7%	-7%	-1.2%	-25%	21%	-0.6%
CSc1ccc(C(=O)C2CCCN(Cc3ccn[nH]3)C2)cc1 (stereo unspecified)	4%	i	18%	-1.0%	17%	0.6%	-13%	14%	-0.8%
C[C@H](NC(=O)CCC(=O)N1C[C@H]2C[C@H](C1)c1cccc(=O)n1C2)c1ccccc1	2%	.	-18%[20 µM]	1.2%	11%	0.9%	-16%	13%	-0.6%
Cc1cc(=O)oc2cc(OCC(=O)N3C[C@H]4C[C@@H](C3)c3cccc(=O)n3C4)c(Cl)cc12	-1%	.	-54%[20 µM]	-10%	7%	-0.7%	-21%	1%	-0.7%
COc1ccc(C(=O)C2(C)N(O)C(C)C(c3cccs3)=[N+]2[O-])cc1 (stereo unspecified)	-2%	i	-11%	-4.7%	6%	0.7%	-14%	3%	0.8%
Cc1nc(Cl)sc1C(=O)Nc1ccc2ccccc2c1	-6%	i	17%	5.8%	3%	0.1%	-24%	-4%	-1.4%
COc1ccc2ccccc2c1CNCCc1ccccc1	-9%	.	-39%[20 µM]	3.6%	-16%	-1.4%	-28%	5%	-0.6%
O=c1[nH]c(=O)n(-c2ccccc2)c(O)c1C=NC12CN3CN(CN(C3)C1)C2	.	i	7%	2.1%	0%	0.4%	-52%	2%	0.9%
CN1CCC2(O)OCCCC2C1 (stereo unspecified)	-1%	i	9%	-3.1%	14%	-0.2%	4%	3%	1.7%
Cc1ccccc1OCCN=Cc1c(O)n(C)c(=O)n(C)c1=O	0%	i	21%	1.0%	15%	0.7%	1%	-5%	-0.2%	Dengue-2 NS5 capping pilot replicate=3.7
COc1cc(CN2CC3CC(C2)c2cccc(=O)n2C3)cc(OC)c1OC (stereo unspecified)	-2%	i	16%	-2.5%	17%	0.5%	-4%	5%	-1.2%
COc1cc(/C=C/c2nc3ccccc3c(=O)n2-c2cccc(O)c2)ccc1O	-53%	.	26%	0.4%	30%	1.1%	0%	26%	-2.2%
O=C1NC(=O)C(=Cc2ccc(OCC(=O)N3CCOCC3)cc2)C(=O)N1	21%	i	-27%	-0.7%	12%	0.3%	-4%	22%	1.3%
CC(=O)OC1(c2ccccc2)CCN(C)C2CCCCC21 (stereo unspecified)	-8%	i	-106%	5.0%	-24%	-0.3%	26%	9%	2.2%
CCc1ccc(CN2CCN(Cc3ccc(SC)cc3)CC2)cc1	.	i	-2%	-7.5%	12%	0.0%	13%	-4%	1.6%
COc1ccc(-c2nn(CCC#N)cc2C(=O)Nc2ccccc2Br)cc1	1%	.	-8%[20 µM]	-1.6%	12%	-0.8%	-11%	-2%	0.1%
COc1cccc(-c2nn(CCC#N)cc2C(=O)Nc2ccccc2Cl)c1	2%	.	-36%[20 µM]	2.9%	6%	0.8%	-4%	0%	3.0%
CN(C)CCc1nc2ccccc2c(=O)n1-c1ccccc1	.	i	5%	-2.2%	6%	-0.2%	-18%	-10%	2.0%
O=C1CCCC2=C1C(c1cccnc1)Nc1ccccc1N2 (stereo unspecified)	-2%	i	9%	-3.3%	16%	0.7%	-13%	-6%	1.6%
O=C(C1CCC(=O)N1Cc1ccccc1Cl)N1CCC2(CC1)OCCO2 (stereo unspecified)	-1%	i	21%	0.3%	12%	0.3%	1%	0%	-3.0%
CCOP(=O)(OCC)C(NS(=O)(=O)c1ccccc1)C(Cl)(Cl)Cl (stereo unspecified)	12%	i	-29%[20 µM]	.	19%	0.7%	-38%	-1%	-1.1%
Cc1cccc(C)c1N1CCN(c2c(C)cccc2C)CC1	-9%	.	-29%[20 µM]	3.9%	0%	0.1%	-17%	10%	0.6%
COC(=O)N1CCN(C(=O)Cc2ccc(Cl)c(Cl)c2)C(CN2CCCC2)C1 (stereo unspecified)	.	i	-34%	91%*	4%	0.1%	-8%	-4%	-0.3%

Not a retest: entries from further up.
SMILES	Dengue-2 NS5 capping	Yfh1-depleted yeast	KOR beta-arrestin-1	KOR beta-arrestin-2	NOD2 inhibition	West Nile virus CPE	NOD1 inhibition	AID2073	HIV peptide binding	others
CC(=O)OC1(c2ccccc2)CCN(C)C2CCCCC21 (stereo unspecified)	-8%	i	-106%	5.0%	-24%	-0.3%	26%	9%	2.2%
CCc1ccc(CN2CCN(Cc3ccc(SC)cc3)CC2)cc1	.	i	-2%	-7.5%	12%	0.0%	13%	-4%	1.6%
COc1ccc(-c2nn(CCC#N)cc2C(=O)Nc2ccccc2Br)cc1	1%	.	-8%[20 µM]	-1.6%	12%	-0.8%	-11%	-2%	0.1%
COc1cccc(-c2nn(CCC#N)cc2C(=O)Nc2ccccc2Cl)c1	2%	.	-36%[20 µM]	2.9%	6%	0.8%	-4%	0%	3.0%
CN(C)CCc1nc2ccccc2c(=O)n1-c1ccccc1	.	i	5%	-2.2%	6%	-0.2%	-18%	-10%	2.0%
O=C1CCCC2=C1C(c1cccnc1)Nc1ccccc1N2 (stereo unspecified)	-2%	i	9%	-3.3%	16%	0.7%	-13%	-6%	1.6%
O=C(C1CCC(=O)N1Cc1ccccc1Cl)N1CCC2(CC1)OCCO2 (stereo unspecified)	-1%	i	21%	0.3%	12%	0.3%	1%	0%	-3.0%
CCOP(=O)(OCC)C(NS(=O)(=O)c1ccccc1)C(Cl)(Cl)Cl (stereo unspecified)	12%	i	-29%[20 µM]	.	19%	0.7%	-38%	-1%	-1.1%
Cc1cccc(C)c1N1CCN(c2c(C)cccc2C)CC1	-9%	.	-29%[20 µM]	3.9%	0%	0.1%	-17%	10%	0.6%
COC(=O)N1CCN(C(=O)Cc2ccc(Cl)c(Cl)c2)C(CN2CCCC2)C1 (stereo unspecified)	.	i	-34%	91%*	4%	0.1%	-8%	-4%	-0.3%

The listing continues:
SMILES	Dengue-2 NS5 capping	Yfh1-depleted yeast	KOR beta-arrestin-1	KOR beta-arrestin-2	NOD2 inhibition	West Nile virus CPE	NOD1 inhibition	AID2073	HIV peptide binding	others
COc1ccc(C(=O)C2CCCN(Cc3ccon3)C2)c(OC)c1 (stereo unspecified)	6%	i	14%	-2.9%	2%	-0.6%	-13%	6%	-0.7%
COc1ccc(-c2nn(CCC#N)cc2C(=O)Nc2ccccc2Br)cc1[N+](=O)[O-]	-1%	i	35%	0.0%	-8%	0.1%	-11%	4%	-1.1%
CCOC(=O)C1CCN(/C=C2/C(=O)NC(=O)N(c3ccc(OCC)cc3)C2=O)CC1	-11%	i	12%	26%	10%	-0.1%	-20%	5%	1.4%
O=C1NC(=O)C(=C/C=C/c2coc3ccc(Br)cc3c2=O)C(=O)N1	.	i	8%	-5.7%	16%	-0.1%	1%	21%	150%
N/C(=N/[N+](=O)[O-])N1CCN(C(=O)Oc2ccc([N+](=O)[O-])cc2)CC1	-2%	.	-7%	-2.9%	-1%	-0.6%	-2%	8%	1.0%
COc1ncccc1C(=O)NCC(CC(=O)O)c1ccccc1 (stereo unspecified)	-2%	i	0%	7.8%	11%	0.4%	3%	-3%	0.3%	Dengue-2 NS5 capping pilot replicate=-5.6
Cc1ccc(C(=O)COC(=O)Cc2ccccc2)cc1	-7%	.	-3%	2.6%	-3%	-0.1%	-33%	1%	-0.4%
COc1ccc(O)c2c(=O)c3c(OC)cc4c(c3oc12)C1C=COC1O4 (stereo unspecified)	6%	i	-32%	3.4%	17%	2.2%	0%	2%	-2.0%
C=CCn1c(O)c(C(CC)=Nc2ccc(N(CC)CC)cc2)c(=O)[nH]c1=O	3%	i	-15%	-4.9%	26%	1.7%	5%	-25%	-0.3%	Dengue-2 NS5 capping pilot replicate=4.6
CCOP(=O)(Cc1cc(C(=O)CC)c(C)o1)OCC	.	i	9%	0.9%	18%	0.0%	-6%	11%	1.3%
O=C(N/N=C/c1c(O)n(CCc2ccccc2)c(=O)[nH]c1=O)c1ccccc1	.	i	-4%	0.6%	10%	-0.9%	-5%	7%	16%
CN1Cc2c(c(C#N)c(N)n(C)c2=S)CC1(C)C	?	i	1%	1.3%	21%	0.1%	-24%	-3%	17%
Cc1ccc(-n2c(-c3cccs3)nc3ccccc3c2=O)cc1	-4%	.	-25%	-1.2%	-1%	.	-16%	2%	0.3%
CNC(=O)OCc1n(C)cc[n+]1C	-8%	i	-14%	1.8%	17%	1.3%	-9%	-2%	-2.7%
CCCCN1CCC(C#N)(Nc2ccccc2)CC1	-9%	i	.	.	0%	1.1%	-4%	-5%	2.2%
COc1ccccc1N=C1SCCCN1C	10%	i	-9%	27%	-5%	0.6%	-4%	-4%	3.4%
CCn1c(O)c(N=Nc2cccc(S(=O)(=O)N3CCOCC3)c2)c(=O)n(CC)c1=S	4%	i	25%	3.5%	23%	0.7%	0%	-4%	-2.2%
CC(=O)c1ccc(OC(NC(=O)c2ccco2)C(Cl)(Cl)Cl)cc1 (stereo unspecified)	-7%	i	-13%	-1.2%	18%	0.1%	14%	1%	-1.5%
COC(=O)c1cccc(N=Cc2c(O)n(Cc3ccc(F)cc3)c(=O)[nH]c2=O)c1	.	i	2%	-2.7%	-3%	-0.1%	-1%	4%	27%
O=C(C[N+]12CCC(CC1)C(O)C2)c1ccc(Br)cc1 (stereo unspecified)	-3%	.	1%	-7.3%	14%	-0.4%	-6%	9%	-0.9%
O=C(NC1(C(F)(F)F)Oc2ccccc2O1)N1CCC2(CC1)OCCO2	-8%	i	-11%	-5.0%	18%	-0.1%	-30%	-67%	15%
Cn1c(O)c(/C=N/N2CCCCC2)c(=O)[nH]c1=O	-7%	i	21%	1.5%	0%	0.4%	-18%	-2%	0.6%

Only part of the results is shown (hit frequency here may not be typical).
